KDM5B inh: inhibitors of human KDM5B histone demethylase | AID 1347165 | 220,000 tested, 2.6% active | Potency, µM (top dose mostly 57.7 µM), for inactives: at the top dose activity change, negative = inhibition, hits mostly inhibitors | Q9UGL1 | KDM5B demethylase, FDH-coupled NADH fluorescence (FDH is formaldehyde dehydrogenase); active means well fitted inhibition curve with a large enough effect; inconclusive means small, poorly fitted or top-dose-only effect; inactive means no such curve, though single readings can be large or run the other way; further: 0% is about no effect; nearly all actives have a fitted effect of over 70% in size
Target sequence (Q9UGL1 whole entry, looked up): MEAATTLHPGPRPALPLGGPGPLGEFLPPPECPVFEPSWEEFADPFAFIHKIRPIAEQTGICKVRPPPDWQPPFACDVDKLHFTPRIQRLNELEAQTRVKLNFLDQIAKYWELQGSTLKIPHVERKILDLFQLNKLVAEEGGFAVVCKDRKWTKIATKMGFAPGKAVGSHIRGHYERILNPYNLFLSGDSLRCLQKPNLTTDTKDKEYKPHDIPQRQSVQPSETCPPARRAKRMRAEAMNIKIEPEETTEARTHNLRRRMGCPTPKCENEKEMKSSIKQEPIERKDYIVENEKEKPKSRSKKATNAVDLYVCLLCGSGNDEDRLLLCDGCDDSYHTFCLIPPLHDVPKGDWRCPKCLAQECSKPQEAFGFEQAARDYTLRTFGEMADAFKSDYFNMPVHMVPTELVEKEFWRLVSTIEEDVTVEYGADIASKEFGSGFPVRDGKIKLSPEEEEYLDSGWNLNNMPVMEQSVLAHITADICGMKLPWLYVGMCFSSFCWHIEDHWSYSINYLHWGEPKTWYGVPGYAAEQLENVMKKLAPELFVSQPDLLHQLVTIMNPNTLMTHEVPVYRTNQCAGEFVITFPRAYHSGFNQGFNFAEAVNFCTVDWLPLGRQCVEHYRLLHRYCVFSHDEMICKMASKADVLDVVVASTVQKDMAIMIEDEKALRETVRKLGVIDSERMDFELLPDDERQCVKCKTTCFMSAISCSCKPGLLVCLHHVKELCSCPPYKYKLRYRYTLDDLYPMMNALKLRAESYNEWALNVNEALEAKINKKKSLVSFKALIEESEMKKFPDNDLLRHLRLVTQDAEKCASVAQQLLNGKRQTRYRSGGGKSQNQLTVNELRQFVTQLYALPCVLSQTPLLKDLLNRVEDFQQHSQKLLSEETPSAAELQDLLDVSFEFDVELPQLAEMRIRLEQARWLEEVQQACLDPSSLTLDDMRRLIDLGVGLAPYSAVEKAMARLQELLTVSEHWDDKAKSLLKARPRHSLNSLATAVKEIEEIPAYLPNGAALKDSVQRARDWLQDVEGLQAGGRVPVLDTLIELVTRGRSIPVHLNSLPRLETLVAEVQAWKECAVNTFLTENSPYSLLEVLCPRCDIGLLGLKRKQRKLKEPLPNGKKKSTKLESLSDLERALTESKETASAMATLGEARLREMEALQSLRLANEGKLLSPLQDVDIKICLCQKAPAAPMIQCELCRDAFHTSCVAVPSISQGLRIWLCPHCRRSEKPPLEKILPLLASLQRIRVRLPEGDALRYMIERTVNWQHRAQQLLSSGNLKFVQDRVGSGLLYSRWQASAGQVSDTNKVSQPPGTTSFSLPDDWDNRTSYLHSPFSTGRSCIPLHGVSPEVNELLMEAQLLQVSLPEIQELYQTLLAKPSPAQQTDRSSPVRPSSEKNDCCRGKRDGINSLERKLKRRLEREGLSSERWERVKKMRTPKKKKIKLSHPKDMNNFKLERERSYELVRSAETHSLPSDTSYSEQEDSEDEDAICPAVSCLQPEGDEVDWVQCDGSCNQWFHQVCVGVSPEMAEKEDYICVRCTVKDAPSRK
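Inhibition is measured as reduced NADH fluorescence generation from FDH coupling to formaldehyde release. Truncated KDM5BΔAP at 200 nM final acts on H3K4me3 peptide (12.5 µM in substrate mix) in pH 7.5 HEPES buffer with Tween-20, 30 min, room temperature.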
* hit, by the source's call; ? = inconclusive; & = joins results of further samples; [ ] = another dose, or the depositor's remark. Potency means the concentration at half of the fitted maximal effect. These rows are one share of the data; the hit share may differ from the screen's.

| canonical_smiles | KDM5B inh |
| --- | --- |
| Clc1ccc(N=Cc2ccc3ccccc3c2)cc1Cl | ? |
| CCNC(=O)N[C@H]1[C@H](O)[C@@H](N(C)CCN(C)C)[C@@H]2OC[C@H]1O2 | -14%[86.2 µM] |
| O=C(c1n[nH]c2ccccc12)N1CCCC(Cc2noc(-c3cnccn3)n2)C1 (stereo not drawn) | 2% |
| O=C(Nc1ccc(Cl)cc1)N1CCc2nc(C3CC3)nc(-c3ccc(Cl)cc3)c2C1 | ? |
| O=C(CCc1conc1-c1cccc(F)c1)NCc1ccccc1Cl | -10% |
| O=C(NC1CCC(c2ccccc2)CC1)c1ccncc1 (stereo not drawn) | 13% |
| Cc1ccc2c(CC(=O)NCc3ccccc3)coc2c1C | 8% |
| CCCCCCNC(=O)C(C#N)c1nc2ccccc2nc1N(CC)CC (stereo not drawn) | -20% |
| Cn1ccnc1C(NC(=O)c1nn(C)c(=O)c2ccccc12)c1cccc(F)c1 (stereo not drawn) | ? |
| CC(=O)c1ccc(N2CCN(C(=O)Cc3ccccc3)CC2)c(F)c1 | -3% |
| CC[C@H]1CN(C(=O)c2ccnc(Cl)c2)CC[C@H]1CC(=O)N1CCOCC1 | -10%[86.2 µM] |
| COc1ccc(OC)c(C(C)NC(=O)CC(C)(C)C)c1 (stereo not drawn) | -3% |
| CN(C)C[C@@H]1CN(Cc2ccccn2)C[C@H]1NC(=O)c1cc(F)cc(F)c1 | ? |
| NC(=O)C1CCN(CC[C@H]2CN(C(=O)NC3CCCCC3)CC[C@H]2CC(=O)O)CC1 | -26%[86.2 µM] |
| CC(C)CN1C(=O)COC[C@@H]1[C@H](O)c1ccc(NC(=O)CC(C)(C)C)cc1 | 15%[86.2 µM] |

The final 5 compounds of the part above lead into the next.
| canonical_smiles | KDM5B inh |
| --- | --- |
| CC[C@H]1CN(C(=O)c2ccnc(Cl)c2)CC[C@H]1CC(=O)N1CCOCC1 | -10%[86.2 µM] |
| COc1ccc(OC)c(C(C)NC(=O)CC(C)(C)C)c1 (stereo not drawn) | -3% |
| CN(C)C[C@@H]1CN(Cc2ccccn2)C[C@H]1NC(=O)c1cc(F)cc(F)c1 | ? |
| NC(=O)C1CCN(CC[C@H]2CN(C(=O)NC3CCCCC3)CC[C@H]2CC(=O)O)CC1 | -26%[86.2 µM] |
| CC(C)CN1C(=O)COC[C@@H]1[C@H](O)c1ccc(NC(=O)CC(C)(C)C)cc1 | 15%[86.2 µM] |
| O=C(CSc1nc2ccc(Cl)cc2[nH]1)NC1CCCC1 | -4% |
| CCNc1ccc(C)cc1C | -6% |
| Cc1sc2ncnc(N3CCN(c4ccccc4)CC3)c2c1-c1ccc(F)cc1 | 10% |
| CCc1ccc(NC(=O)CN2C(=O)NC3(CCOCC3)C2=O)cc1 | 9% |
| COc1ccc(-c2nc(CSCC(=O)NCCC(C)C)c(C)o2)cc1OC | 10% |
| CCCCNC(=O)CSc1c2c(nc3ccc(Cl)cc13)CCCC2 | 16%&6% |
| Cc1ccc(Cl)cc1NC(=O)COC(=O)c1ccc2ccccc2n1 | 7% |
| COCCC1(CO)CCCN(CC(N)=O)C1 (stereo not drawn) | -16% |
| COc1cccc(CN2Cc3nc(-c4cccc(O)c4)ccc3OCC2=O)c1 | -15%[86.2 µM] |
| COc1cccc(NC(=O)Cn2c(-c3ccccc3)nc(C)c(CCO)c2=O)c1 | -6% |
| CCOC(=O)c1c(C)oc2ccc(N(C(=O)c3ccncc3)S(=O)(=O)c3ccc(CC)cc3)cc12 | ? |
| CCN1C(=O)CCN(C(=O)c2ccc3[nH]ccc3c2)CC12CCOCC2 | -5% |
| CCCNC(=O)Nc1ccccc1CC(N)=O | 15% |
| Cc1ccc(NC(=O)Cn2cnc3c(oc4ccccc43)c2=O)cc1Cl | 10% |
| COc1cc(CNC2CCCC2)ccc1OCc1ccccc1 | -23% |
| O=C(c1cccc(Cl)c1)N1CCN(C2CCN(CCc3ccccc3)C2=O)CC1 (stereo not drawn) | 15% |
| O=C(CCC1CCCC1)N1CCC(c2nc(C3CCOCC3)no2)C1 (stereo not drawn) | -20% |
| COc1ccc(CCNC(=O)c2ccc(Cn3c(=O)c4ccccc4n(Cc4ccc(C)cc4)c3=O)cc2)cc1OC | 13% |
| Cc1nn(-c2cccc(Br)c2)c(C)c1[C@@H]1C=C[C@@H](NC(=O)CCCC(=O)O)C1 | -29% |
| O=C1CCN(C(=O)C2CCC2)CCCC(C(=O)N2CCN(c3ccccn3)CC2)CCN1 (stereo not drawn) | 22µM* |
| COc1ccc(Cl)cc1NC(=O)Nc1ccc2c(c1)oc(=O)n2C | -1% |
| COc1ccc(N2Cc3c(NCC4CCCCC4)ncnc3N(C)CC2=O)cc1 | ? |
| O=C(c1ccccc1)n1nc(-c2ccco2)nc1NCc1ccccc1Cl | ? |
| COc1cccc(C(=O)c2cn(CC(=O)Nc3cccc(Cl)c3C)c3nc(C)ccc3c2=O)c1 | 8% |
| O=C(CCN1CCC(c2ccccc2)C1)c1ccco1 (stereo not drawn) | -9% |
| COc1cc(C(=O)NCC2CCCO2)cc(Cl)c1OCC(C)C (stereo not drawn) | -12% |
| FC(F)(F)c1ccc(NCc2ccccn2)nc1 | 4% |
| N#Cc1ccc(OCC(=O)c2ccc3c(c2)OCCO3)cc1 | 15% |
| CCOC(=O)c1c(NC(=O)Cc2coc3cc(C)ccc23)sc2c1CCCC2 | -18% |
| COc1cccc2c1Oc1ncccc1N(C(=O)CCC(=O)NCc1ccc(N(C)C)cc1)C2 | -10% |
| CCOc1ccc(C(=O)NC2CC(=O)N(c3ccc(C)cc3)C2)cc1OCC (stereo not drawn) | -1% |
| Cc1ccnc(NS(=O)(=O)c2ccc(NC(=O)c3cc(=O)c4ccccc4o3)cc2)n1 | 2% |
| CCCn1nc(C(=O)Nc2ccc(F)c(S(=O)(=O)N3CCOCC3)c2)c2ccccc2c1=O | -12% |
| CCCCN1CCN(C(=O)c2cc(-c3ccncc3)nc3c(C)cccc23)CC1 | ? |
| CCCNC(=O)CCC(=O)N1Cc2ccccc2Oc2ncccc21 | -8% |
| COc1ccc(C(=O)NCCn2cc(SCc3c(F)cccc3Cl)c3ccccc32)cc1 | ? |
| O=C(c1cncc(Br)c1)N1CCC(OCC2CC2)C1 (stereo not drawn) | 26% |
| Fc1cccc(-c2ncc[nH]2)c1 | -11%[287 µM] |
| CC1CC(=O)NN1C(=O)c1ccccc1 (stereo not drawn) | ? |
| Cc1ccccc1OC(=O)c1snnc1C | -18% |
| COC(=O)c1cc(NC(=O)Cn2ncc3c2-c2ccccc2OC3)cc(C(=O)OC)c1 | -8% |
| COc1ccc(CN2CCCC(CO)(CC3CC3)C2)c(F)c1 (stereo not drawn) | 2% |
| Cc1occc1-c1nnc(SC(C(=O)Nc2cccc(C(F)(F)F)c2)c2ccccc2)n1C (stereo not drawn) | -5% |
| CC(C)Cc1nc2oc3c(N(C)CCO)ncnc3c2c2c1CCC2 | 2% |
| COc1ccc(CN2CCC[C@H]2c2nc(-c3ccc(N(C)C)nc3)no2)c(O)c1 | ? |
| COc1ccc(CC(=O)N2Cc3ccccc3CC23CCCN(C(=O)CN)C3)cc1 (stereo not drawn) | ? |
| COCc1ccccc1CNC(=O)c1ccc(C)s1 | 11% |
| COc1cccc(-c2noc(-c3ccc(Br)cc3)n2)c1 | 4% |
| CC(C)(C)CC(=O)Nc1ccc([C@H]2OCC(=O)N(Cc3ccc(F)cc3)[C@@H]2CO)cc1 | 21%[86.2 µM] |
| Cc1cc(C(=O)CN2CCN(CC(=O)Nc3ccccc3Cl)CC2)c(C)n1CCc1cccs1 | -11% |
| COC(=O)c1ccc2c(c1)N(Cc1ccc(Cl)cc1)C(=O)c1ccccc1S2(=O)=O | -6% |
| CCCCOc1ccc(C(=O)Nc2cccc(-c3nc4ccccc4o3)c2C)cc1 | -3% |
| Cc1ccc(NC(=O)CCC(=O)N2CCSc3ccccc32)cc1Cl | ? |
| N#CC(C(=O)c1cccs1)C(=O)C1CCCCC1 (stereo not drawn) | 13% |
| CC(C)NC(=S)N(CCc1ccncc1)C(C)C | 38%[activator] |
| COc1ccc(-c2coc3cc(OC(=O)C(C)(C)C)ccc3c2=O)cc1 | 14% |
| COc1ccc(NC(=O)c2cn(-c3ccccc3)nc2-c2ccc(C)cc2)cc1 | ? |
| O=c1c(Cl)c(N2CCN(S(=O)(=O)c3ccccc3F)CC2)cnn1Cc1ccccc1 | 3% |
| O=C(Nc1cccc(-c2ccc(N3CCOCC3)nn2)c1)Nc1cccc(C(F)(F)F)c1 | -26% |
| CCNC(=O)N(C)[C@H]1C[C@H]2c3[nH]c4c(-c5cccc(C)c5)cccc4c3CCN2C(=O)[C@H]1[C@H](C)O | ? |

Next part
| canonical_smiles | KDM5B inh |
| --- | --- |
| O=C(Nc1nncs1)c1cc(-c2ccncc2)nc2ccc(Cl)cc12 | 27% |
| CC1CCCN1C(=O)c1cn2cc(-c3cccc(Cl)c3)n(CC3CC3)c(=O)c2n1 (stereo not drawn) | -15% |
| O=C(CN1CCC2(CC1)NC(=O)CC2C(=O)O)NCc1ccco1 (stereo not drawn) | -16% |
| CN(CCC1CCOCC1)C(=O)CC1C(=O)NCCN1Cc1c(F)cccc1Cl (stereo not drawn) | ? |
| CC(=O)Nc1ccc(NC(=O)CCc2ncc(-c3ccccc3)o2)cc1 | 2% |
| O=C1c2cc(N3CCOCC3)nc(-c3cccc(CO)c3)c2CN1Cc1ccccc1 | 35µM* |
| COc1ccccc1CCC(=O)N1CCC2(CC1)N=C(c1cccc(Br)c1)NO2 | ? |
| Cc1ccc(S(=O)(=O)N(CC(=O)Nc2cccnc2)c2cc(Cl)ccc2C)cc1 | ? |
| Cc1ccc(Cn2c(CN3CCOCC3)nc3c2c(=O)[nH]c(=O)n3C)cc1 | 17% |
| O=C1C(O)=C(c2ccccc2)C(c2ccccc2)N1Cc1ccccn1 (stereo not drawn) | -19% |
| O=C(NCCc1cccc(O)c1)Nc1ccc(F)cc1F | 22% |
| CCCNC(=O)c1ccc(S(=O)(=O)NCCN2CCNC2=O)cc1 | -23% |
| NS(=O)(=O)c1ccc(N/N=C/c2ccccc2I)c([N+](=O)[O-])c1 | 20% |
| CCCNC(=O)C1CCC(Cn2c(=O)c3sccc3n(CC(=O)N3CCC(C)CC3)c2=O)CC1 (stereo not drawn) | -6% |
| COc1ccc(NC(=O)C2CCCN(S(=O)(=O)c3ccc4[nH]c(=O)ccc4c3)C2)cc1OC (stereo not drawn) | ? |

Reprinted from the part before: 3 entries, followed by the next part.
| canonical_smiles | KDM5B inh |
| --- | --- |
| NS(=O)(=O)c1ccc(N/N=C/c2ccccc2I)c([N+](=O)[O-])c1 | 20% |
| CCCNC(=O)C1CCC(Cn2c(=O)c3sccc3n(CC(=O)N3CCC(C)CC3)c2=O)CC1 (stereo not drawn) | -6% |
| COc1ccc(NC(=O)C2CCCN(S(=O)(=O)c3ccc4[nH]c(=O)ccc4c3)C2)cc1OC (stereo not drawn) | ? |
| Cc1cccc(N2CCN(C(=O)CCCn3ncn4c(cc5occc54)c3=O)CC2)c1C | 4% |
| CN1CCC(NC(=O)CCC[C@@H]2[C@H]3CCCN4CCC[C@@H](CN2C)[C@@H]34)CC1 | 7% |
| O=C(NCc1cccs1)C1CCN(C(=O)N2CCOc3ccccc32)CC1 | -12% |
| O=C(c1ccc(C(F)(F)F)cc1)N1CCC(c2noc(-c3ccc(S(=O)(=O)N4CCCC4)cc3)n2)CC1 | -8% |
| CC(C)C(=O)Nc1cccc(NC(=O)Nc2ccc(Cl)cc2)c1 | 21% |
| Nn1c(SCc2ccccc2F)nnc1-c1cccnc1 | 11% |
| COC(=O)c1cncc(N2CCCC3(CCC(=O)N(Cc4ccccc4)C3)C2)n1 (stereo not drawn) | -41% |
| COC(=O)C1=C(N)Oc2n[nH]c(-c3ccccc3)c2C12C(=O)N(Cc1ccc(F)cc1)c1ccccc12 (stereo not drawn) | 10% |
| CC1=C(C(=O)OCCBr)C(c2cccc3ccccc23)NC(=O)N1 (stereo not drawn) | ? |
| COc1cccc(N2CC(C(=O)Nc3nnc(SCC(=O)NC4CCCC4)s3)CC2=O)c1 (stereo not drawn) | 1% |
| NC(=O)c1ccc(CC2CCN(C(=O)c3cnccn3)CC2)cc1 | -4% |
| CCOC(=O)c1c(CSc2ccccc2)n(C)c2cc(Br)c(O)c(CN(C)C)c12 | -10% |
| Cn1cnc2c1c(=O)n(CC(=O)NCC1(c3ccccc3)CCCC1)c(=O)n2C | 10% |
| COCCOc1ccc2c(n1)CCN(C(=O)c1ccccn1)C2 | ? |
| O=C(Nc1ccc2cn[nH]c2c1)c1ccc2c(c1)OCCN(c1ccccc1)C2 | 32µM* |
| O=C(NC1(C(F)(F)F)C(=O)Nc2c1c(=O)[nH]c(=O)n2Cc1ccco1)c1ccccc1 (stereo not drawn) | -10% |
| CC(C)CCN(C1CCOCC1)C1CCN(C(=O)c2ccncc2)CC1 | -25% |
| Cc1cccc(NC(=O)CC(C)(C)CC(=O)O)c1C | 3% |
| COc1cccc2[nH]c(C(=O)NCC3CCCO3)cc12 (stereo not drawn) | ? |
| CC(C)c1ccc(C2CC(=O)N3CN(C4CCCCC4)CSC3=C2C#N)cc1 (stereo not drawn) | ? |
| COc1cccc2c1OCC(CNC(=O)CN1CCCCCC1=O)C2 (stereo not drawn) | 2% |
| Cc1c(Cl)cccc1NC(=O)Cn1c(=O)n(Cc2ccco2)c(=O)c2oc3ccccc3c21 | -25% |
| O=C(COc1ccccc1)NC1CC(=O)N(c2ccc3c(c2)OCCO3)C1 (stereo not drawn) | 4% |
| Cc1ccc(S(=O)(=O)N(C)CC2CCOC2)cc1C (stereo not drawn) | -12% |
| Cc1c(OCC(=O)Nc2ccc(F)c(Cl)c2)c(=O)ccn1C | 22% |
| CCOC(=O)c1c(C)c(-c2ccccc2)n(CC(=O)NCCc2cccc(C)c2)c1C | 4% |
| CCn1c(SCC(=O)c2ccc(Cl)cc2Cl)nnc1-c1cnccn1 | -1% |
| CN(C)C(=O)c1nc(C(C)(C)C)c2ccccn12 | 112µM* |

Assay outcomes: PubChem, National Center for Advancing Translational Sciences (NCATS)
